# Cav3 T inh: inhibitors of human Cav3.2 T-type calcium channel. O95180. Cav3.2-expressing cells, Fluo-4 calcium fluorescence FDSS; hits give low values. B-score at 10 µM. actives 4% (n = 100,000). AID 449739;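 active means single-dose well whose peak fluorescence ratio is a statistical outlier from its plate by either plate-standardised score or position-corrected B-score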
# Target sequence (O95180 whole entry, looked up): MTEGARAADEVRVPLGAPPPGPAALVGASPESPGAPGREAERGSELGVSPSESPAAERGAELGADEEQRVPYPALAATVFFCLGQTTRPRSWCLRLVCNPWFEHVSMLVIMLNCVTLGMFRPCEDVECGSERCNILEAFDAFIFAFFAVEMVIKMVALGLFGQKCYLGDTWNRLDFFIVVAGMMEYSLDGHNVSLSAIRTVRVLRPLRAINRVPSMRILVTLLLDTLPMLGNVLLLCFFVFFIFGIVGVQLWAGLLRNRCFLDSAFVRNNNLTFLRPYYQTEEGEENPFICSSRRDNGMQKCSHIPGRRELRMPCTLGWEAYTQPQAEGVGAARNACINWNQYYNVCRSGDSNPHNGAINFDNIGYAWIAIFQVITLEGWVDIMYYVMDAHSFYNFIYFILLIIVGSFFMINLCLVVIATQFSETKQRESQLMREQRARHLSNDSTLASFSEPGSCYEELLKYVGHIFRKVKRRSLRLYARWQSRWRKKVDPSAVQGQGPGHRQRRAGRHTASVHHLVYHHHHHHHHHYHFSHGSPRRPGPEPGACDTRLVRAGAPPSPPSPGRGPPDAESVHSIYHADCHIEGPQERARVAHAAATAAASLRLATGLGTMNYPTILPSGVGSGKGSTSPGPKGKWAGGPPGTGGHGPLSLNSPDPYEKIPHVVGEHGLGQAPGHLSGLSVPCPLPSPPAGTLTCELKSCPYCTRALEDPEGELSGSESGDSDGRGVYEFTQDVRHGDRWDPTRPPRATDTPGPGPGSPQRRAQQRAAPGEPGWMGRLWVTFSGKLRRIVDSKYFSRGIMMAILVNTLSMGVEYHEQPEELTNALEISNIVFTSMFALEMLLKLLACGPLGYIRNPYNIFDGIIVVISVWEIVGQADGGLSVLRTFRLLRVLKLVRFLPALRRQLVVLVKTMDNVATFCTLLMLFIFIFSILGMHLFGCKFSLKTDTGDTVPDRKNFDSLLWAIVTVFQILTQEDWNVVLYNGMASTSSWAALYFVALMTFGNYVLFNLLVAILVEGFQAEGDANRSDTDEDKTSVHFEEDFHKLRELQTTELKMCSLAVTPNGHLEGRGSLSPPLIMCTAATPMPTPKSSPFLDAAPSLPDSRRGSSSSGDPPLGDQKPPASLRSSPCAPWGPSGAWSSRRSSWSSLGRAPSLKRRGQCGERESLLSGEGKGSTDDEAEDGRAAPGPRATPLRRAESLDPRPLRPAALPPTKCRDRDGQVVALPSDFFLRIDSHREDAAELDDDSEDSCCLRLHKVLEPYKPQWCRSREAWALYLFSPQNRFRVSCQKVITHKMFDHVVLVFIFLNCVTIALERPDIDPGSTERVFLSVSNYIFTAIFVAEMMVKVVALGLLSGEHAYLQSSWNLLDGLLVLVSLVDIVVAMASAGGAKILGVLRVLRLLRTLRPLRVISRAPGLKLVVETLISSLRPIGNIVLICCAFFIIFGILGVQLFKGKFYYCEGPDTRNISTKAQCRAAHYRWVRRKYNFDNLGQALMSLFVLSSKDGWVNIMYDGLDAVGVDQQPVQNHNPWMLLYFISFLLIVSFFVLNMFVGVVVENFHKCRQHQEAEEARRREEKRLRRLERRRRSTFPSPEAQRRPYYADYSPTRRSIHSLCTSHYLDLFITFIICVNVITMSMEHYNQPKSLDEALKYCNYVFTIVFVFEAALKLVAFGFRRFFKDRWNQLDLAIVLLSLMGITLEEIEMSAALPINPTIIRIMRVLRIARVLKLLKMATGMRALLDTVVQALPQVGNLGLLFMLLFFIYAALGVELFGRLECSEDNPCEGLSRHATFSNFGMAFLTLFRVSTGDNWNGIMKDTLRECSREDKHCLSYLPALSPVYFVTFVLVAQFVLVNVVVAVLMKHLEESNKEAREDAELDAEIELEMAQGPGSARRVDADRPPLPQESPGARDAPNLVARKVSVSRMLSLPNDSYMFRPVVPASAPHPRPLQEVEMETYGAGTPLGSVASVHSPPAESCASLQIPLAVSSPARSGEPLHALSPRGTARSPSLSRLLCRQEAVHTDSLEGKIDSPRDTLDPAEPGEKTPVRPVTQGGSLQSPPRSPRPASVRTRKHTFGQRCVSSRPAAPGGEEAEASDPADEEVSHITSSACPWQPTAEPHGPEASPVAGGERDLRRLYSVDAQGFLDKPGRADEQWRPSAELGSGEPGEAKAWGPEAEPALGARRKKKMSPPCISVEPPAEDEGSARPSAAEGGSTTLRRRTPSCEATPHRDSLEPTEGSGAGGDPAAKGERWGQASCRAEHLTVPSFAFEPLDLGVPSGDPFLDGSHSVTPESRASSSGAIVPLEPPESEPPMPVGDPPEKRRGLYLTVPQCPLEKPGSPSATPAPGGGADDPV
# Active calls of the source: *. These rows are one share of the data; rates above refer to the full screens.
# Start of the listing, in advance, five compounds:
Compound,Cav3 T inh
Cc1cc(S(=O)(=O)NC2CCCCC2)ccc1OCC(=O)N1CCOCC1,0.721
CN(Cc1ccccc1)S(=O)(=O)c1ccc(OCC(=O)N2CCOCC2)cc1,0.0686
CN1CCN(C(=O)c2c(NC(=O)c3ccco3)sc3c2CCC(C(C)(C)C)C3)CC1 (stereo unspecified),0.63
Cc1cccc(-c2nnc(SCc3ccc(C#N)cc3)n2Cc2ccco2)c1,-3.02
CS(=O)(=O)N(CC(=O)N1CCN(c2ccccc2F)CC1)c1cc(C(F)(F)F)ccc1Cl,-2.3

# The whole of this part, from the first entry:
Compound,Cav3 T inh
Cc1cc(S(=O)(=O)NC2CCCCC2)ccc1OCC(=O)N1CCOCC1,0.721
CN(Cc1ccccc1)S(=O)(=O)c1ccc(OCC(=O)N2CCOCC2)cc1,0.0686
CN1CCN(C(=O)c2c(NC(=O)c3ccco3)sc3c2CCC(C(C)(C)C)C3)CC1 (stereo unspecified),0.63
Cc1cccc(-c2nnc(SCc3ccc(C#N)cc3)n2Cc2ccco2)c1,-3.02
CS(=O)(=O)N(CC(=O)N1CCN(c2ccccc2F)CC1)c1cc(C(F)(F)F)ccc1Cl,-2.3
Cc1ccc2c(c1)-c1cc(C)nn1C(c1sccc1C)N2 (stereo unspecified),-0.0865
COc1ccc(NC(=O)c2ccc(CN(c3cc(Cl)ccc3C)S(=O)(=O)c3ccccc3)cc2)cc1OC,-2.65
S=c1[nH]nc(-c2cc3ccccc3o2)n1Cc1ccccc1,-0.889
Cc1ccc(-n2c(SCC(=O)NCc3ccco3)nc3sc(C)c(C)c3c2=O)cc1,1.03
CCN(CCCCN1C(=O)c2ccccc2C1=O)c1ccc2c(c1)C(=O)N(C)C2=O,-1.96
Nc1nnc(SCCOc2ccccc2)s1,-0.276
CCOC(=O)c1sc2nc(SC)nc(-c3ccccc3)c2c1N,-0.0983
Fc1ccccc1/C=C1\CCCC2=C1Nc1ncnn1C2c1ccccc1F (stereo unspecified),-3.7
O=C(c1ccc(F)cc1)c1c[nH]c(C(=O)NCc2cccnc2)c1,1.02
CCCCCSc1nnc2c(n1)OC(c1cccn1C)N(C(C)=O)c1ccccc1-2 (stereo unspecified),-2.03

# A few values from the list.
# Cav3 T inh result of Cc1cc(S(=O)(=O)NC2CCCCC2)ccc1OCC(=O)N1CCOCC1 is entered as 0.721
# Cav3 T inh result of Cc1ccc(-n2c(SCC(=O)NCc3ccco3)nc3sc(C)c(C)c3c2=O)cc1 is entered as 1.03

# Next part.
Compound,Cav3 T inh
CCN(Cc1ccccc1)C(=O)CCCOc1ccccc1,-2.35
Cc1ccc2c(c1)sc1nc(=O)n(-c3ccc(Cl)c(Cl)c3)c(=O)n12,-0.147
Cc1ccc(-c2n[nH]c(=S)n2/N=C/c2ccc(C)s2)cc1,0.492
O=C1CCCc2c1sc1nc3n(c(=O)c21)CCCCC3,0.548
O=C(NCc1ccco1)c1cnccn1,-0.958
Cn1cccc1Cc1nnc(SCC(=O)N2CCCCCC2)n1CCc1ccccc1,0.981
CC12CCC(C(=O)N3CCN(Cc4ccccc4)CC3)(OC1=O)C2(C)C (stereo unspecified),1.99
CN1CCN(C2=Cc3ccc(Cl)cc3Sc3ccc(F)cc32)CC1,-0.0315
CCOC(=O)c1cccc(NC(=O)C2CCCN2S(=O)(=O)c2cccc3cccnc23)c1 (stereo unspecified),-0.629
O=S(=O)(c1ccc(Cl)cc1)N1CCSC1c1ccco1 (stereo unspecified),-1.74
COc1ccc(-c2nc(C#N)c(NCc3ccc(F)cc3)o2)cc1OC,-0.668
C=CCN1C(=O)C(O)(CC(=O)c2ccccc2)c2ccccc21 (stereo unspecified),0.261
COC(=O)NNC(=O)c1ccc(C)cc1,0.98
O=C(Nc1ccccc1)c1ccc(Cn2cc(C(F)(F)F)ccc2=O)cc1,-0.0878
Cc1ccc(OCCNS(=O)(=O)c2cccs2)cc1,-0.793

# (cont.)
Compound,Cav3 T inh
c1ccc(Cn2nnnc2CN2CCCC2)cc1,0.258
COc1ccc(C(=O)Nc2cccc(C)c2)cc1S(=O)(=O)N1CCOCC1,1.16
N#Cc1c(N)n(CCOC(=O)c2cccc([N+](=O)[O-])c2)c2nc3ccccc3nc12,0.941
CCOc1ccc(C(=O)NC2CCN(S(=O)(=O)CC)CC2)cc1,0.487
COc1ccccc1-n1c(-c2cccnc2)n[nH]c1=S,-0.088
COC(=O)c1c(NC(=O)C2CCC2)sc(C(=O)N(C)C)c1C,-1.65
COCCCn1c(SCC(=O)Nc2ccc(C(=O)OC)cc2)nc2ccccc2c1=O,-0.947
O=[N+]([O-])c1cc(C(F)(F)F)ccc1NCCNC(=S)Nc1ccc(Cl)cc1,0.0445
COc1nc(N(C)S(=O)(=O)c2ccc(C)cc2)nc(C)c1Cl,-0.578
CCCCP(=O)(CCCC)Cc1ccccc1,-0.458
Cc1ccccc1NC(=O)C1CCCN(S(=O)(=O)c2cccc3cccnc23)C1 (stereo unspecified),1.27
Cc1ccc(C)c(NC(=O)CCC(=O)OC(C(=O)c2ccccc2)c2ccccc2)c1 (stereo unspecified),-0.587
CC(=O)c1cccc(NC(=O)C2CCCN(S(=O)(=O)c3ccc(F)cc3)C2)c1 (stereo unspecified),-2.35
Cn1c(=O)cc(SCC(=O)N2CCN(Cc3ccc4c(c3)OCO4)CC2)c2ccccc21,0.706
CCOC(=O)C1CCCN(C/C(O)=C(\C#N)c2nc(-c3ccc(Cl)cc3)cs2)C1 (stereo unspecified),-0.884

# 4 of the entries above in order of their number in Cav3 T inh, falling:
Compound,Cav3 T inh
N#Cc1c(N)n(CCOC(=O)c2cccc([N+](=O)[O-])c2)c2nc3ccccc3nc12,0.941
CCOc1ccc(C(=O)NC2CCN(S(=O)(=O)CC)CC2)cc1,0.487
CCCCP(=O)(CCCC)Cc1ccccc1,-0.458
CCOC(=O)C1CCCN(C/C(O)=C(\C#N)c2nc(-c3ccc(Cl)cc3)cs2)C1 (stereo unspecified),-0.884

# More compounds.
Compound,Cav3 T inh
Cc1ccc2oc(-c3cccc(NC(=O)c4ccc(Br)o4)c3C)nc2c1,-0.313
CCOC(=O)C1CCCN(Cc2cc(Br)ccc2OC)C1 (stereo unspecified),-0.135
Cc1ccc2c(c1)N(CCCC(=O)NCC1COc3ccccc3O1)C(=O)CO2 (stereo unspecified),-3.89
CC(C)(C)n1nnnc1C(c1cccs1)N(Cc1cccnc1)CC1CCCO1 (stereo unspecified),-1.83
CCCc1cc(C(=O)NCC(C)C)no1,0.946
O=C1CCC(Cc2ccccc2)N1 (stereo unspecified),-0.892
CC1CCCCN1C(=O)c1ccc(C(=O)N2CCCCC2C)cc1 (stereo unspecified),0.978
CC(=O)c1ccc(NS(=O)(=O)c2ccc(C)cc2)cc1,-0.795
CCc1nnc(SCc2ccc([N+](=O)[O-])cc2)nc1CC,-0.0478
COc1ccc(OC)c(S(=O)(=O)N2CCN(C34CC5CC(CC(C5)C3)C4)CC2)c1,0.787
COc1ccc(C(NC(C)=O)c2ccc3cccnc3c2O)c(OC)c1 (stereo unspecified),0.279
Cc1cc(NS(=O)(=O)c2ccc(NC(=O)CCCC(=O)O)cc2)nc(C)n1,0.118
COCCN(C(=O)CNC(=O)c1cccs1)C(C(=O)NC1CCCCC1)c1ccco1 (stereo unspecified),0.104
CC(C)CCNC(=O)CNC(=O)c1cccs1,0.735
COc1ccccc1CN(Cc1cc2c(C)ccc(C)c2[nH]c1=O)Cc1nnnn1Cc1ccco1,-1.88

# Other structures.
Compound,Cav3 T inh
CCOC(=O)CSc1cc(C)nc(N)n1,0.00558
Cc1cccc(N2C(=O)CC(N(C(=O)c3ccco3)c3cccc(C)c3)C2=O)c1 (stereo unspecified),0.191
CS(=O)(=O)Nc1ccc(C(=O)NCCSCc2ccco2)cc1,0.751
Cc1noc(C)c1S(=O)(=O)N1CCCC(C(=O)Nc2ccc(Cl)cn2)C1 (stereo unspecified),-0.766
CCN(CC)S(=O)(=O)c1ccc2[nH]c(=O)[nH]c2c1,0.0813
O=[n+]1c2c(n([O-])c3cc(F)ccc31)CCCC2,0.0982
CCOC(=O)c1c(C)[nH]c(/C(C)=N/O)c1C,-0.683
CC(=O)NNc1ccc(C(F)(F)F)cc1[N+](=O)[O-],0.371
Cn1c(C(=O)NCCC2=CCCCC2)cc2c(=O)n3ccccc3nc21,-0.0098
Cn1c(=O)[nH]c(=O)c2[nH]c(N(Cc3ccccc3)Cc3ccccc3)nc21,-0.891
CCOc1ccccc1N1CC(C(=O)Nc2ccc(C(=O)O)cc2)CC1=O (stereo unspecified),-0.0568
Oc1c(Br)cc(Br)cc1/C=N/c1nc2c(s1)CCCC2,-5.34*
COc1ccc(NC(C)=O)cc1NC(C)C(=O)Nc1cccc2ccccc12 (stereo unspecified),1.63
Cc1ccc(OCCn2c(=O)cnc3ccccc32)cc1,-2.02
O=S(=O)(N1CCCCC1)n1c(Cc2ccccc2)nc2ccccc21,-2.51

# Next part:
Compound,Cav3 T inh
CC(Sc1nnc(-c2cccs2)n1-c1ccccc1)C(=O)NCc1ccc2c(c1)OCO2 (stereo unspecified),-0.16
Cc1cc2cc(CNC(=O)Nc3cccc(Cl)c3)ccc2n1C,-3.05
CC1(C)CC(NC(=O)C(F)(F)F)CC(C)(C)N1OC(=O)c1ccco1,0.241
COc1ccc(-n2nnnc2SCC(=O)Nc2ccc3c(c2)OCCO3)c(OC)c1,0.808
Cc1cccc(OCCn2nc(C(=O)O)c3ccccc3c2=O)c1,-0.682
Cc1ccc(C(=O)O)cc1S(=O)(=O)N1CCCC1,-0.0836
O=C(Cc1ccccc1)N1CCC(C(=O)N2CCN(c3ccc(F)cc3)CC2)CC1,1.5
COC(=O)c1sc(N)c(C(=O)OC)c1CSc1nnnn1C,1.23
Cc1cc(=O)oc2cc(NC(=O)CCC(=O)O)ccc12,-2.05
Cc1cccc(C)c1NC(=O)C1NC(=O)CC1c1ccccc1 (stereo unspecified),-0.214
COCCN(C(=O)CNC(=O)c1ccco1)C(C(=O)NC1CCCCC1)c1cccc(OC)c1 (stereo unspecified),0.059
O=C(NCc1cccc(C(F)(F)F)c1)C1CC(c2cccc(F)c2)=NO1 (stereo unspecified),-2.55
COC(=O)[C@@]1(Cc2ccccc2)[C@@H]2C(=CC(=O)[C@H]2CC(=O)C(=O)N(C)C)CN1C(=O)c1ccccc1,1.91
C=CCNCCCCOc1c(Cl)cc(C)cc1Br,0.328
CC1(C)CC(=O)C=C(NCc2ccncc2)C1,0.247

# Continuation.
Compound,Cav3 T inh
COC(=O)[C@@H](NC(=O)O[C@H]1C(=O)c2ccc(OC)cc2O[C@@H]1c1ccc2c(c1)OCO2)C(C)C,-1.53
CCOC(=O)C1CCN(C(=O)Nc2ccc(Cl)cc2)CC1,1.1
CC1=C([N+](=O)[O-])C(c2cccc(Br)c2)C2=C(N1)c1ccccc1C2=O (stereo unspecified),-1.87
CC(=O)C1=C(O)C(=O)N(CCCO)C1c1ccccc1 (stereo unspecified),0.13
O=C(NCCN1CCN(Cc2ccccc2)CC1)C1c2ccccc2C(=O)N2CCc3ccccc3C12 (stereo unspecified),-2.39
Fc1ccc(COc2ccc(Br)cc2CNCc2ccncc2)cc1,-1.63
CCc1cc2c(=O)n(-c3ccccc3)cnc2s1,0.464
COc1cccc(C2c3c(-c4ccccc4)n[nH]c3C(=O)N2c2ccc(C(=O)O)cc2)c1 (stereo unspecified),1.24
Cc1ccc2c(c1)N(CC(=O)N1CCCc3ccccc31)C(=O)CO2,-1.49
O=C1CCCN1CCCn1cnc2c([nH]c3ccc(F)cc32)c1=O,0.435
C=C1CCN([C@@H](CC(C)C)C(=O)NCc2ccc(OC)cc2)S(=O)(=O)c2ccccc21,-1.08
COC(=O)c1ccc(CSc2nc3ccccc3o2)cc1,-0.399
COCCOC(=O)c1c(C)nc(SCC(=O)Nc2cccc3ccccc23)c(C#N)c1-c1ccco1,-3.41
COCCOC(=O)C1=C(C)NC2=C(C(=O)CCC2)C1c1cc2c(cc1Br)OCO2 (stereo unspecified),-1.26
COc1ccc(CNC(=O)C(C)N=C2NS(=O)(=O)c3ccccc32)cc1OC (stereo unspecified),-0.219

# (further entries)
Compound,Cav3 T inh
CN(C)S(=O)(=O)c1cccc(C(=O)NCC2CCCO2)c1 (stereo unspecified),-0.763
O=C(Nc1cccnc1)c1ccccc1O,-0.0379
NC(=O)c1ccccc1OCC(=O)O,-0.0646
Cc1cccc(/C(N)=N/OC(=O)Cc2cccs2)c1,-0.156
CCOC(=O)c1cc2sc(C)cc2n1CC(=O)N1CCN(C(=O)c2ccco2)CC1,0.697
Cc1nc(CN2CCCC2=NC#N)n(-c2ccccc2)n1,-0.64
CCc1c(C)nc(N)n2c(SCC(=O)Nc3ccccc3)nnc12,-1.27
Cc1cccc(OCCCC(=O)Nc2ccc(S(=O)(=O)Nc3onc(C)c3C)cc2)c1,0.46
CCCOc1ccc(C(=O)Nc2ccccc2[N+](=O)[O-])cc1,-0.66
CSc1cccc(NC(=O)COc2cccc3ccccc23)c1,-0.661
CCCCCC(C)n1[nH]c(=O)cc1N (stereo unspecified),-0.547
CN(CC(=O)N1CCN(c2ccccc2F)CC1)S(=O)(=O)c1cnc[nH]1,0.935
COc1cc2c(cc1OC)C(C(=O)NCc1cccnc1)C(c1cccnc1)N(C)C2=O (stereo unspecified),0.54
Cc1nnc(NC(=O)Cc2cccs2)s1,1.03
COc1ccc(Nc2nc(N3CCCCC3)c3ccccc3n2)cc1,-2.5

# Further results:
Compound,Cav3 T inh
COc1ccc(NC(=O)/C(C#N)=C\c2cc(C)n(-c3ccc(Oc4ccc([N+](=O)[O-])cn4)cc3)c2C)cc1,-2.24
C[C@@H](C(=O)Nc1ccc2ccccc2c1)[C@H]1C[C@]1(C)[C@H](NP(=O)(c1ccccc1)c1ccccc1)c1ccccc1,-2.83
COc1ccc(S(=O)(=O)N2CC3CCCN3c3ccc(C(F)(F)F)cc32)cc1 (stereo unspecified),-0.225
Clc1ccc(Nc2ncnc3ccc(Br)cc23)cc1,-2.24
Cc1nn(CCCNC(=O)C2CCCO2)cc1Br (stereo unspecified),-0.0776
O=C(NCCSCc1ccc(Cl)cc1Cl)c1ccc(CN2CCOCC2)cc1,-4.32*
